Glioma ERSR ind: inducers of ER stress response in human glioma cells; U87-MG GRP78 promoter luciferase reporter, 16 h; Potency, µM, without a hit: at the top dose activation, hits mostly activators; hit rate 0.02% among 420,000; AID 602332; note: potency is the fitted concentration of half-maximal effect; series mostly up to about 76 µM; % of control where 0% means no effect; nearly all actives have a fitted effect of over 35% in size
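Stably transfected U87-MG human glioma cells carrying a GRP78-based luminescent sensor were seeded at 1000 cells/well, pin-dosed with compounds and incubated 16 h. Luciferase reagent was then added, and end-point luminescence was read after 10 min at room temperature.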
RGS4 inhibitor: blocks human RGS4-accelerated GTP hydrolysis | P49798 | Transcreener GDP fluorescence polarization, RGS4-accelerated GTP hydrolysis | Potency, µM (top dose mostly 114 µM), for the others: at the highest dose activity change, negative = inhibition, most hits filed as inhibitors | hit rate 0.039% among 390,000 | AID 504845; note: potency is the fitted concentration of half-maximal effect; % is set by controls: 0 for no effect and ±100 for the full control effect; nearly all actives have a fitted effect of over 75% in size; some results filed as inactive show a strong effect at the top dose
Target sequence (P49798 whole entry, looked up): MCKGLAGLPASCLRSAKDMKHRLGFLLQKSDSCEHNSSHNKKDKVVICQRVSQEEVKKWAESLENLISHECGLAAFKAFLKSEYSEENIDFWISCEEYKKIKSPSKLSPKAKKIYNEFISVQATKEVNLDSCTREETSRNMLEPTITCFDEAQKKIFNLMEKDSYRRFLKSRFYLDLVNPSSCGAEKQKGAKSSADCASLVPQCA
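MLSMR compounds (23 nl, pin-transferred) preincubated 10 min at room temperature with a 500nM (2x) first reagent, then RGS4 at 900nM (2x) plus Transcreener GDP mix added; fluorescence polarization (620/688 nm) read before and after 90 min at 30 °C.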
rTrxR1 inhibitor: inhibitors of rat thioredoxin reductase 1; recombinant rTrxR1, NADPH fluorescence consumption, selenite substrate; O89049; hit rate 1% among 390,000; Potency, µM (titrated, usually from 114 µM), without a hit: at the top dose activity change, negative = inhibition, actives largely listed as inhibitors; note: potency is the fitted concentration of half-maximal effect; % is set by controls: 0 for no effect and ±100 for the full control effect; nearly all actives have a fitted effect of over 65% in size
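Rat TrxR1 (90 nM in the dispensed reagent) was pre-reduced with 400 uM NADPH for 5 min at room temperature, then incubated with compound for 15 min. After 400 uM selenite was added, NADPH fluorescence (Ex 340/Em 450 nm) was followed for 8 min.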
LDHA inh: inhibitors of human lactate dehydrogenase A; hit rate 0.15% among 480,000; purified LDHA, NADH/diaphorase-resazurin fluorescence; stronger effect = lower value; activity change, % (values are at about 110 or 230 µM); P00338; in the data active = activity change below about -30%; inconclusive = mostly about -25% to -30%;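 note: plate controls were DMSO wells for no effect and wells without enzyme for full effect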
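Remaining NADH was detected by diaphorase (0.133 mg/mL) converting 37 µM resazurin to fluorescent resorufin, read at 0 and 20 minutes. The preceding 5-minute room-temperature reaction used 2 nM LDHA, 0.2 mM sodium pyruvate and 0.06 mM NADH at pH 7.4.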
mIDH1 inhibitor: blocks human mutant IDH1 R132H enzyme | O75874 | IDH1-R132H enzyme, NADPH consumption, diaphorase/resazurin fluorescence | Potency, µM (top dose mostly 76.6 µM), without a hit: at the highest dose activity change, negative = inhibition, actives largely listed as inhibitors | hit rate 0.093% among 390,000; note: potency is the fitted concentration of half-maximal effect; % is set by controls: 0 for no effect and ±100 for the full control effect; nearly all actives have a fitted effect of over 65% in size
Target sequence (O75874 whole entry R132H, stated change not applied): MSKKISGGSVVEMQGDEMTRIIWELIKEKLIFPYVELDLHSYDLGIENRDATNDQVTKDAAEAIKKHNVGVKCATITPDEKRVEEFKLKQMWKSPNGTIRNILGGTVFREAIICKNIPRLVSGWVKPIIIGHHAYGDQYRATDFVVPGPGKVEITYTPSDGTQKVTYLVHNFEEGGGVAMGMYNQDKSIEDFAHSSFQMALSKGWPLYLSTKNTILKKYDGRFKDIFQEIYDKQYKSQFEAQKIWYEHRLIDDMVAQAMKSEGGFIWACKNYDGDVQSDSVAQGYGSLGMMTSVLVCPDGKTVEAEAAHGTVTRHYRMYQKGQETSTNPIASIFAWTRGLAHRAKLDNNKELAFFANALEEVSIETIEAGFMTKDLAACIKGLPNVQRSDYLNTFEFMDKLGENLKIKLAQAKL
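IDH1-R132H (0.5 ug/mL dispensed) in pH 7.5 Tris buffer was preincubated 30 min with compound, then given a substrate mix of 0.016 mM NADPH and 2 mM alpha-KG for 80 min at room temperature; remaining NADPH was read by diaphorase/resazurin fluorescence.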
TrxR1 substrate: substrates of rat thioredoxin reductase 1; O89049; purified TrxR1 substrate turnover, NADPH consumption readout; Potency, µM (doses to about 114 µM), for inactives: at the top dose activity change, negative = substrate turnover; hit rate 0.01% among 390,000; note: potency is the fitted concentration of half-maximal effect; % is set by controls: 0 for no effect and ±100 for the full control effect; nearly all actives have a fitted effect of over 50% in size
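Rat TrxR1, dispensed at 90 nM, was prereduced with 400 uM NADPH (final) for 5 min at ~22 deg C, then incubated with compound 15 min before 400 uM selenite. A first-read NADPH fluorescence drop versus no-compound background flagged substrates.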
Vif-A3F inh: blocks the Vif interaction with APOBEC3F | HeLa A3F-eYFP + Vif (tagged APOBEC3F with the HIV-1 protein that degrades it), YFP fluorescence increase | Potency, µM (top dose mostly 46.1 µM), inactives show at the top dose activity, negative = active | hit rate 0.2% among 390,000 | AID 602313; note: potency is the fitted concentration of half-maximal effect; % of control where 0% means no effect; nearly all actives have a fitted effect of over 65% in size
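HeLa cells stably expressing Vif plus C-terminally eYFP-tagged A3F were seeded, incubated overnight at 37 deg C, dosed with compound, incubated overnight again at 37 deg C. Yellow fluorescence (Ex 488/Em 500-530) reported blocked Vif-mediated A3F-eYFP degradation.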
Vif-APOBEC3G blk: Vif-A3G binding inhibition | Q9HC16 | HeLa A3G-eYFP + Vif (tagged APOBEC3G with the HIV-1 protein that degrades it), YFP fluorescence, overnight | Potency, µM (titrated, usually from 46.1 µM), for the others: at the top dose activity, negative = active, most hits filed as inhibitors | hit rate 0.076% among 410,000;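 note: potency is the fitted concentration of half-maximal effect; % is set by controls: 0 for no effect and ±100 for the full control effect; nearly all actives have a fitted effect of over 60% in size; hits raise eYFP signal because A3G escapes Vif-driven loss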
Target sequence (Q9HC16 whole entry, looked up): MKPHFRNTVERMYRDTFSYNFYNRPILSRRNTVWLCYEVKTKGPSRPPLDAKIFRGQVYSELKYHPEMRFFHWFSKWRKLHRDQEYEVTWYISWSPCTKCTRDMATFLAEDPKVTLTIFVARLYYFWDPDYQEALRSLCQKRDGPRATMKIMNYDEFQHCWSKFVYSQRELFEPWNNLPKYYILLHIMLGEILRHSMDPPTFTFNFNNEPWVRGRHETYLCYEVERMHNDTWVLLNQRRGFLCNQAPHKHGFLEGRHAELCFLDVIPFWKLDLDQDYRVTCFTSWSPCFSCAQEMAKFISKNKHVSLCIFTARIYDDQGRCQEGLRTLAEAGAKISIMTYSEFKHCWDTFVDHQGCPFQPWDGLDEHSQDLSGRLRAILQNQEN
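HeLa cells stably expressing Vif and C-terminally eYFP-tagged A3G, seeded overnight at 37 deg C, then exposed to compound by pintool overnight at 37 deg C. Rise in yellow fluorescence (Ex 488/Em 500-530, Acumen) marks blocked Vif-driven A3G degradation.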
USP1-UAF1 inh: USP1/UAF1 (human) deubiquitinase inhibition; recombinant USP1/UAF1, Ub-Rhodamine cleavage fluorescence; hit rate 0.23% among 390,000; Potency, µM (top dose mostly 57.1 µM), for inactives: top-dose activity change, negative = inhibition, actives largely listed as inhibitors; O94782; AID 743255; note: potency is the fitted concentration of half-maximal effect; % is set by controls: 0 for no effect and ±100 for the full control effect; nearly all actives have a fitted effect of over 60% in size; inactives centre near -12
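USP1/UAF1 complex (1 nM) preincubated 15 min at room temperature with compound, then Ub-Rho substrate (150 nM final) added. Kinetic fluorescence at 480/540 nm over 6 reads at 60 s intervals; 50 mM HEPES pH 7.8, 0.5 mM EDTA, 0.1 mg/ml BSA, 1 mM TCEP, 0.01% Tween-20.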
Active calls of the source: *; ? = inconclusive; · = not tested or not shown; & = joins results of further samples; [ ] = remark or other dose. Unless noted, calls come from the whole dose curve; as a rule, active = well fitted curve in the direction sought with a large enough effect; inconclusive = small, poorly fitted or top-dose-only effect, or another doubt; inactive = no such curve, though single readings can be large; an effect the other way counts as inactive or inconclusive. The list is partial. The share of hits here may be higher or lower than overall.

SMILES | Glioma ERSR ind | RGS4 inhibitor | rTrxR1 inhibitor | LDHA inh | mIDH1 inhibitor | TrxR1 substrate | Vif-A3F inh | Vif-APOBEC3G blk | USP1-UAF1 inh
CCOc1ccccc1N=Nc1c(C)[nH]n(C(N)=S)c1=O | 20.6% | -20.2% | 11.4% | -4.8 | 2.0% | 4.4% | -6.9% | -11.4% | ?
Cc1ccc2c(c1)NCC(C(=O)NC1CCCCC1)O2 (stereo not drawn) | -4.1% | -15.5% | 17.1% | 2.8 | 12.0% | -1.9% | -22.2% | -4.8% | -8.8%
CCc1c(C)nc2ncnn2c1N1CCC(C(=O)NCc2cccs2)CC1 | 0.5% | -6.1% | 8.9% | -11.3 | 4.4% | -1.3% | -18.8% | 2.0% | -14.3%
C/C(=N\NC(=O)CN(c1ccccc1)S(=O)(=O)c1ccccc1[N+](=O)[O-])C(C)(C)C | -0.4% | -36.0% | 10.4% | -1.1 | 2.7% | 0.1% | 4.7% | 0.1% | -16.2%
CC(=O)c1ccc(NC(=O)CN(C)S(=O)(=O)c2cccc3nsnc23)cc1 | 3.5% | 13.1% | 18.0% | -7.3 | -6.7% | 6.8% | -10.8% | 0.7% | -20.7%
Cc1nonc1-c1ccc2c(c1)OCO2 | -1.3% | -17.5% | 11.9%[57.1 µM] | -3.2 | 0.0% | 6.4% | -0.9% | -4.9% | -9.5%
CC(=O)c1sc(NC(=O)c2oc3ccc(F)cc3c2C)nc1C | 3.1% | -31.7% | -1.9% | -10.6 | -14.5% | -5.7% | 5.5% | -9.6% | -13.0%
CC1(C)C(=O)Nc2ccccc2N1C(=O)CSc1nc(-c2ccccc2)cs1 | -1.4% | -1.2% | -16.0%[57.1 µM] | -1.1 | 3.1% | 1.1%[57.1 µM] | 4.4% | -2.9% | -21.4%
COc1nc(NCCc2ccc(OC)c(OC)c2)nc(OC)n1 | 1.3% | 32.6% | 16.9% | -1.5 | -2.0% | 5.9%[57.1 µM] | 5.4% | 0.9% | -17.8%
Cc1cc(NC(=O)c2cc(-c3ccc(O)cc3)on2)no1 | 2.8% | 1.0% | -12.1% | -1.2 | -6.1% | -4.4% | 1.4% | -5.6% | -12.4%
Fc1ccc(CCNc2ncnc3nc[nH]c23)cc1 | 0.9%&-0.8% | 2.5%&22.4% | 4.1%&7.2% | -3.5&-7.0&3.3 | · | -4.2%&-1.2% | · | 4.7%&0.6% | ·
O=c1c2ccccc2c2ccccc2c(=O)n1Cc1ccco1 | -2.0% | -15.3% | -21.3% | -3.7 | 9.9% | -1.3% | 9.3% | 0.4% | -5.7%
CC1=C(C(=O)Nc2cccc([N+](=O)[O-])c2)C2(CCC(C)CC2)OC1=O (stereo not drawn) | -4.7% | 11.8% | 8.6%[57.1 µM] | -4.9 | -0.1% | 5.4%[57.1 µM] | -8.4% | 1.8% | 6.4%
CCOc1ccccc1C(=O)NCC(=O)NC(C)c1ccc(-n2ccnc2)cc1 (stereo not drawn) | -4.7% | 6.8% | 13.4% | -12.6 | -2.5% | 3.5% | -15.6% | -1.0% | -14.1%
Cc1cccc(N=Nc2c(C)nn(-c3ccccc3)c2N)c1C | 3.8% | -17.0% | ? | 0.7 | 2.0% | -16.2% | -2.3% | 0.0% | ?
CN(C)S(=O)(=O)c1ccc(C(=O)Nc2ccc(F)cc2F)cc1 | -3.1% | 17.7% | 3.4% | -7.5 | 10.4% | -8.1% | -2.0% | 2.9% | -15.7%
Cn1c(=O)c([N+](=O)[O-])c(NCCCn2ccnc2)c2ccccc21 | 1.0% | -10.4% | 14.4%[57.1 µM] | -6.5 | 9.1% | 4.1%[57.1 µM] | 7.2% | 0.0% | -25.8%
O=C(c1ccc(F)cc1F)N1CCCN(c2nc(-c3ccccc3)ns2)CC1 | -1.8% | -7.5% | 4.2% | 1.2 | 2.3% | 1.6% | 0.8% | 0.0% | -0.9%
COc1ccc(-c2nc(CN3CCC(C(=O)NCc4ccc(C)cc4)CC3)c(C)o2)cc1OC | -1.4% | -6.5% | 8.6% | 5.0 | 25.5% | 12.7% | 2.4% | 0.2% | -27.9%
O=C(c1ccc2c(c1)OCCO2)N1CCN(c2ccc(C(F)(F)F)cn2)CC1 | 0.6% | · | · | 3.0 | -1.8% | · | -4.8% | 0.3% | -26.0%
Brc1ccc(-c2csc(/N=C/N3CCCC3)n2)cc1 | 8.9% | 3.6% | -8.0%[57.1 µM] | -1.0 | -5.4% | -5.7%[57.1 µM] | -18.4% | -0.3% | -17.8%
COc1ccc(S(=O)(=O)N2CCCC2C(=O)NCc2ccccc2Cl)cc1 (stereo not drawn) | -2.3% | 4.0% | 11.7%[57.1 µM] | -6.5 | 11.0% | 6.5%[57.1 µM] | 4.6% | -2.4% | ?
N/C(Cc1ccc([N+](=O)[O-])cc1)=N\OC(=O)CC1CCCCC1 | -2.3% | -40.4% | -9.5% | 6.6 | 2.6% | -7.4% | 2.4% | -1.1% | -17.8%
NC(=O)C1CCN(C(=O)COc2ccc(S(=O)(=O)NC3CCCC3)cc2)CC1 | -4.9% | -6.8% | 16.2% | -5.0 | -5.9% | 0.1% | 8.7% | 2.2% | 2.7%
CCC(=O)c1ccc(O)cc1 | 0.4%&-5.4% | -9.4% | 10.8% | -8.9 | -10.8% | 1.9% | 1.7% | -2.7% | -20.2%
Cc1cc(OCc2nc(-c3ccncc3)no2)cc(C)c1Cl | -10.8% | 12.8% | -21.3% | -2.4 | 3.4% | -15.6% | -5.3% | -3.8% | -9.5%
COc1ccc(NC(=O)CSc2nc3c(c(=O)n(C)c(=O)n3C)n2C)c(OC)c1 | 15.2% | 1.0% | 9.0%[57.1 µM] | -0.6 | 16.6% | 5.9%[57.1 µM] | -1.4% | 0.9% | -9.3%
CCN1C(=O)c2cccc3c(S(=O)(=O)Nc4nc(C)cs4)ccc1c23 | 0.7% | -30.8% | 38.9%[activator][57.1 µM] | 0.0 | 4.0% | 7.7%[57.1 µM] | -6.7% | -16.4% | -14.4%
CCNC(=S)N(CCCN(C)C)Cc1cc2cc3c(cc2[nH]c1=O)OCCO3 | -0.8% | 3.8% | 3.0% | -2.9 | 6.8% | 33.0%[activator] | -12.8% | -17.9% | -20.7%
COc1ccc(CCNS(=O)(=O)c2ccc(N3CCCCS3(=O)=O)cc2)cc1 | -1.8% | -8.1% | 4.9%[57.1 µM] | 3.7 | 12.0% | 0.8%[57.1 µM] | 1.1% | 1.3% | -4.9%
O=C(O)c1ccccc1C(=O)Nc1nc(-c2ccccc2)cs1 | -2.0% | ? | 21.2% | -2.0 | 13.6% | 2.9% | -0.2% | 3.5% | -19.2%
CCCN(CCC)C(=O)Cn1c(=O)n(-c2ccc(CC)cc2)c(=O)c2ccc(C(=O)NCCc3ccccc3)cc21 | -5.0% | -15.1% | 12.7% | 1.1 | 6.6% | 0.8% | -5.5% | -4.8% | -31.9%
Cn1c(SCC(=O)NCC2CCCO2)ncc(C(=O)Nc2ccc(F)cc2)c1=O (stereo not drawn) | 0.3% | -2.6% | -9.1% | -2.7 | -4.6% | -3.3% | -14.4% | 1.5% | -0.3%
Cc1cc(F)c(F)c(C(=O)N2CCN(C)CC2)c1Cl | -5.2% | 56.0%[activator] | 1.3% | 2.1 | -0.7% | -0.8% | 7.1% | -0.5% | 2.8%
O=C(NC(NC(=S)Nc1ccc(Cl)cc1)C(Cl)(Cl)Cl)c1ccco1 (stereo not drawn) | -6.0% | -26.1% | 1.4%[57.1 µM] | 3.7 | -1.8% | -11.2%[57.1 µM] | 4.7% | -9.1% | -18.2%
Cc1oc(-c2cc(F)cc(F)c2)nc1CN1CCSCC1 | 2.2% | 28.0% | -3.0% | -2.8 | 0.6% | -1.4% | 22.7% | -1.1% | -9.3%
CC(C)CC(COCc1ccc(Cl)cc1)N1CCN(C(=O)c2ccc(Cl)cc2Cl)CCC1=O (stereo not drawn) | -4.0% | 7.9% | 16.3% | 0.8 | 0.1% | -2.1% | -0.1% | -5.5% | -5.6%
C=CCNC(=S)Nc1cccc2[nH]ncc12 | -2.0% | -5.4% | 3.7%[57.1 µM] | 5.2 | 1.3% | 6.9%[57.1 µM] | -5.1% | -2.3% | -25.8%
Cc1nc(SCC(=O)c2cccs2)c2oc3ccccc3c2n1 | 8.9% | -12.5% | 1.3% | -0.8 | 4.8% | 1.9% | 1.6% | -7.9% | -21.5%
O=C(CSc1cn(CC(=O)N2CCOCC2)c2ccccc12)Nc1ccccc1 | 2.5% | -3.1% | 24.4%[57.1 µM] | -0.6&-0.9 | -8.6% | 2.2%[57.1 µM] | 0.9% | -0.6% | -7.7%
CC(CP(=O)(O)O)NC(=O)Cc1ccccc1 (stereo not drawn) | -2.8% | -6.7% | 18.1% | -10.3 | 5.1% | 2.5% | -3.0% | 0.6% | 0.9%
O=C(O)c1cc(-c2ccc(/C=N/N3C(=O)C4C5C=CC(CC5)C4C3=O)o2)ccc1Cl (stereo not drawn) | -2.6% | -21.4% | 8.5%[57.1 µM] | -0.6 | 2.6% | -18.3%[57.1 µM] | -0.2% | -0.4% | -22.5%

Screens as filed in PubChem BioAssay.
